# CFTR F508del cor = CFTR F508del correction in bronchial cells | CFBE cells, YFP halide quenching; stimulated with forskolin plus potentiator P3; % fluorescence drop versus neutral controls | AID 720511 | hit rate 0.36% among 350,000 | activity (quench increase), % at 7.58 µM;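 active = mean added fluorescence quench of at least 8% versus neutral control, with both replicates also reaching 8%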;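 also: cells transiently co-express mutant CFTR-F508del with the halide-sensitive YFP; corrector assay measuring rescue of mutant channel to the surface after 24 h compound exposure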
# RAD54 inh = inhibitors of human RAD54 branch migration. Q92698. RAD54 Holliday junction branch migration, FAM/BHQ fluorescence. inhibition, % at 10.4 µM. hit rate 0.14% among 360,000. AID 602329;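 active = mean normalized replicate activity at least 40 and at least half of replicates scoring 40 or more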;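 also: 0% = median of neutral control wells and 100% = median of positive control wells; inhibitors cause a drop in the FAM fluorescence signal; in these data hits start at about 50%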
# Target sequence (Q92698 whole entry, looked up): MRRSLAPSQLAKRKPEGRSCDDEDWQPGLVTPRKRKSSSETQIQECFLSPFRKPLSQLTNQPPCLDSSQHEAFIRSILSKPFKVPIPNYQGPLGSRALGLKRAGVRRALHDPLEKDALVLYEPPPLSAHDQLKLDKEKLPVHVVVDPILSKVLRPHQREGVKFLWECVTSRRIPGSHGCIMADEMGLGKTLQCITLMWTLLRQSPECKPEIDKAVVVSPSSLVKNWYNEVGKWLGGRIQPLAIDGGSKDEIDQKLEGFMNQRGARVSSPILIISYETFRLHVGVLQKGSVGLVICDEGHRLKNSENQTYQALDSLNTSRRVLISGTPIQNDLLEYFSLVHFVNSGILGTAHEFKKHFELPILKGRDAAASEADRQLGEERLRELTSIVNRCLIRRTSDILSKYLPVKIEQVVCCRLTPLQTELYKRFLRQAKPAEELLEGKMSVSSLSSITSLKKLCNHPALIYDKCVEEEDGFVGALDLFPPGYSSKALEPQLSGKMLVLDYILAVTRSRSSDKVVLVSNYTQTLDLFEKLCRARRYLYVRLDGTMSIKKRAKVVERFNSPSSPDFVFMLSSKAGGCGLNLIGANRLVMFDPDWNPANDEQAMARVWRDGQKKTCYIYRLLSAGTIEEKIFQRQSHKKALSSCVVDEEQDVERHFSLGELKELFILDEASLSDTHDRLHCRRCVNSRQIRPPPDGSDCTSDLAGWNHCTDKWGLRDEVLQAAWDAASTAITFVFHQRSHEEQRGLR
# INS-1E GSIS act = GLuc luminescence reporter in INS-1E cells, primary screen for activators of glucose-dependent secretion of insulin | INS-1E GLuc reporter insulin secretion, 2-3 h | activation, % at 16.6 µM | hit rate 0.61% among 370,000 | AID 743287;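 active = lowest replicate activation of at least 40%, so every replicate reaches that level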;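 also: 0% = median of neutral control wells and 100% = median of IBMX positive control wells; some compounds called inactive have numbers as strong as hits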
# ARNT TACC3 PPI = ARNT/TACC3 interaction disruption; inhibition, % at 9.99 µM; AlphaScreen His-ARNT PAS-B/GST-TACC3 binding, luminescence; TACC3 fragment carries E629A point mutation; hit rate 0.66% among 390,000; AID 623870; Q9Y6A5;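 active = mean inhibition of replicates at least 50% and at least half of replicates each reaching 50%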;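 also: 0% = complete ARNT plus TACC3 wells and 100% = ARNT alone without TACC3; many hits fall short of the cut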
# ERAP1 HTS inh = inhibitors of human ERAP1 aminopeptidase; Q9NZ08; recombinant ERAP1, Leu-AMC fluorescence, 60 min; inhibition, % at 10.7 µM; hit rate 0.15% among 340,000;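 active = mean replicate inhibition of at least 30%, or all replicates individually reaching that 30% level; inactive = mean below 30% and not every replicate reaching it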;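 also: 0% = neutral control wells and 100% = L-leucinethiol positive control wells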
# esBAF inh = blocks esBAF chromatin remodeling in mouse ES cells | Bmi1-luciferase knock-in reporter, 24 h; 100% = twice the neutral-well signal | reporter increase, % at 12.5 µM | hit rate 2% among 350,000 | AID 602393; in the data active = activation above about 40%;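 also: 0% = median of the plate's neutral control wells and 100% = double that signal; a rise in the Bmi1 reporter signal indicates esBAF inhibition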
# XiGFP reactiv = reactivates the inactive X chromosome in mouse fibroblasts; XiGFP mouse fibroblasts, % GFP-positive cells imaging, 3 d; cells co-treated with 5-aza-dC sensitizer; scaled so ellipticine positive control = 100%; activation, % at 7.58 µM; hit rate 0.055% among 360,000; AID 743238;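 active = mean normalized replicate activation at least 10% and every replicate at or above 10%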;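 also: 0% = median of on-plate neutral control wells and 100% = ellipticine 6 µM median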
#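 System: SV40-immortalized XiGFP fibroblast cells, line 68-5-11 / Incubation: 3-day compound exposure, then 15 min fixation at room temperature / Compound: single concentration per compound, delivered by pin transfer / Buffer or medium: DMEM plus 5-aza-dC sensitizer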
# RAD52 anneal inh = RAD52 (human) annealing inhibition; P43351; recombinant RAD52 DNA annealing, FRET fluorescence; inhibition, % at 18.7 µM; hit rate 0.46% among 360,000; AID 651710;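 active = every replicate showing at least 50% inhibition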
# * marks the source's active call; other numbers are inactive results; · = not tested or not shown; & = joins results of further samples.
SMILES,CFTR F508del cor,RAD54 inh,INS-1E GSIS act,ARNT TACC3 PPI,ERAP1 HTS inh,esBAF inh,XiGFP reactiv,RAD52 anneal inh
COC(=O)C(NC(=O)c1c(C)nn(C)c1Cl)c1ccccc1 (configuration not stated),0.4,-0.1,6.4,-5.8,-2.8,-4.3,-0.1,-9.3
COc1ccccc1/C=C/CN1CCN(Cc2ccc(C)o2)C(CCO)C1 (configuration not stated),·,0.7,-1.2,·,·,-6.1,0.2,·
CC(C)NC(=O)Nc1ccc2c(c1)C(=O)N([C@H](C)CO)C[C@@H](C)[C@@H](CN(C)S(=O)(=O)c1ccccc1)OCCCC[C@H](C)O2,-0.7,3.0,-0.1,3.4,-2.0,3.2,-0.2,7.7
CCc1sc(NC(=O)c2cc3ccccc3oc2=O)nc1-c1cccs1,0.1,-1.5,-1.1,16.7,3.8,4.9,0.0,-20.7
CCCCNC(=O)C[C@@H]1C[C@@]2(C(=O)OC)CC(C)(C)CC=C2N(Cc2cccc3ccccc23)C1=O,1.1,·,-42.6,·,-1.1,·,0.1,0.6
C[C@@H]1CN([C@@H](C)CO)C(=O)CCCn2nncc2CO[C@H]1CN(C)C(=O)c1ccc2ccn(C)c2c1,-1.9&0.2&-1.3,15.3&7.7&-6.8,12.9&14.1,-9.8&-0.8,-1.4&-2.5&0.6,-8.8&-4.8&1.0,0.2&0.2,-12.8&-5.5&-3.4
Cc1cc2c(cc1C)[n+](C)cn2CC(O)COCC1CC=CCC1 (configuration not stated),-1.7,·,-3.6,-5.5,19.2,·,0.1,-7.4
CC(OC(=O)c1cccc([N+](=O)[O-])c1)C(=O)N1CCc2ccccc21 (configuration not stated),-2.5,-7.9,8.5,1.4,-0.8,7.0,-0.1,-2.8
C[C@@H]1CN([C@@H](C)CO)C(=O)c2c(c3ccccc3n2C)-c2ccccc2CO[C@H]1CN(C)S(=O)(=O)c1ccc(F)cc1,1.6,-4.5,-18.0,11.4,0.0,2.8,-0.1,19.8
CCS(=O)(=O)N1CC(=O)N2[C@@H](CO)[C@H](c3ccc(-c4cccc(F)c4)cc3)[C@@H]2C1,3.7,·,4.4,·,-6.0,·,-0.1,2.1
COc1ccc(NC(=O)CN2C(=O)NC(C)(C3CC3)C2=O)cc1S(=O)(=O)N1CCOCC1 (configuration not stated),0.7,·,-4.2,·,-10.2,-0.2,0.0,-9.1
CCn1c(SCc2nc3ccccc3[nH]2)nnc1-c1cccs1,-2.2,8.7,-10.0,5.2,4.3,1.6,·,-17.4
C[C@@H]1CCCCO[C@H](CN(C)C(=O)Nc2ccc(F)cc2)[C@@H](C)CN([C@H](C)CO)C(=O)c2cc(NC(=O)Cc3ccccc3)ccc2O1,2.8,-0.8,-4.0,-5.0,1.5,-5.0,-1.1,-32.8
COc1ccc(CN2C(=O)C(Cc3ccccc3)Nc3ncnc(N4CCN(c5ccccc5)CC4)c32)cc1 (configuration not stated),-0.2,1.2,-0.6,-2.4,-2.3,1.3,0.0,-34.1
C[C@H](NC(=O)OC(C)(C)C)C(=O)N/N=C/c1cccc2nccnc12,0.3,0.2,8.1,26.6*,0.4,-1.6,-0.1,5.3
COc1ccccc1N1CCN(C(=O)C2CCN(S(=O)(=O)c3ccc(C)cc3)CC2)CC1,1.9,·,-15.7,-1.9,-1.0,·,0.7,-9.4
COc1cc(/C=C2\C(=N)N3N=CSC3=NC2=O)cc(Br)c1OC(=O)c1ccco1,·,·,-19.5,14.0,3.6,·,0.1,-128.0
CC(Oc1cc2oc(=O)c3c(c2cc1Cl)CCC3)C(=O)NCc1ccncc1 (configuration not stated),-5.4,-2.0,29.8,-5.8,-1.5,-4.6,0.2,-10.0
CC1Cc2cc(/C=C3/SC(=S)NC3=O)ccc2O1 (configuration not stated),-3.4,0.2,·,-1.6,-1.8,·,-0.1,-23.6
O=C(c1ccccc1F)N1CC[C@H]2[C@H](CO)Nc3ccc(C#Cc4ccccc4)cc3[C@H]21,1.6,6.9,6.4,-10.1,3.3,1.1,0.0,22.3
Cc1ccccc1S(=O)(=O)N1CCCCN2[C@H](CO)[C@@H](c3ccc(-c4ccccc4)cc3)[C@H]2C1,-3.0,5.9,·,21.1,-0.8,·,·,69.7*
CCCCN1C=CC(=C2C(=O)c3ccccc3C2=O)C=C1,1.7,-10.4,0.9,·,0.8,-86.8,0.2,-28.1
Cc1noc(C)c1NC(=O)Nc1ccc2c(c1)CC(=O)N([C@@H](C)CO)C[C@H](C)[C@@H](CN(C)C(=O)Nc1ccc3c(c1)OCO3)O2,-2.3,3.0,5.4,4.6,-2.4,1.1,0.3,17.9
NNC(=O)CNC(c1ccccc1)c1cc(Cl)ccc1NC(=O)c1ccccc1 (configuration not stated),0.2,-4.5,1.9,-1.4,-0.5,0.2,0.0,-9.6
O=C1c2ccccc2NC(c2ccc(Br)s2)N1O (configuration not stated),0.0,·,·,·,0.2,·,0.3,-14.7

# Next structures.
SMILES,CFTR F508del cor,RAD54 inh,INS-1E GSIS act,ARNT TACC3 PPI,ERAP1 HTS inh,esBAF inh,XiGFP reactiv,RAD52 anneal inh
Cc1ccccc1N/C(SCc1ccc(Cl)cc1)=C(/C#N)C(N)=O,0.6,2.7,-19.5,-12.3,·,3.1,0.2,·
C[C@@H]1CN([C@@H](C)CO)S(=O)(=O)c2ccc(C3=CCCCC3)cc2O[C@H]1CN(C)S(=O)(=O)c1ccc(F)cc1,2.4,-10.3,0.3,2.8,0.3,-1.3,-0.8,2.6
COc1ccc(NC(=O)CC2CCCCC2)cc1OC,·,2.1,9.4,2.4,·,28.5,·,·
O=C(C[C@H]1CC[C@@H](NC(=O)Nc2ccc3c(c2)OCO3)[C@H](CO)O1)NCc1ccccc1,-1.5,-2.0,-3.4,-9.9,-0.4,-1.1,-0.4,-4.5
COc1ccc(-c2noc(-c3ccc(Cl)cc3[N+](=O)[O-])n2)cc1OC,·,·,15.2,0.9,-2.3,·,0.0,-12.7
COc1ccc(S(=O)(=O)N2CC[C@@H]3[C@H]2c2cc(-c4ccc(F)cc4)ccc2N(C)[C@H]3CO)cc1,-0.8,6.3,-10.3,22.3,·,4.6,0.0,·
Cc1noc(C)c1S(=O)(=O)N(C)C[C@H]1Oc2ccc(NS(=O)(=O)c3ccc(F)cc3)cc2CC(=O)N([C@@H](C)CO)C[C@@H]1C,-1.7,·,4.5,·,-1.2,-1.3,-0.4,8.4
Cc1nc(CSc2n[nH]c(=O)n2-c2ccccc2)cs1,-0.2,-8.6,-0.3,-3.8,·,-1.2,0.1,-26.3
COc1ccccc1-c1ccc(SCc2cccc(C)c2)nn1,3.5,·,-2.9,-10.6,0.0,·,0.0,-12.1
CO[C@H]1CN(C)C(=O)c2ccc(NC(=O)C3CC3)cc2OC[C@H](C)N(Cc2cccc(F)c2)C[C@H]1C,0.9,7.9,-20.9,-7.5,·,3.8,0.2,·
CCC(=O)Nc1sc(Cc2ccc3c(c2)OCO3)c(C)c1C(N)=O,-0.2,·,66.9*,-3.2,0.4,·,0.0,-9.1
Cc1ccc(S(=O)(=O)NCCSc2ccccc2)cc1[N+](=O)[O-],·,-13.7,-6.8,7.8,·,·,0.0,·
CCOc1ccc2c(c1)c(=O)c(S(=O)(=O)c1ccc(CC)cc1)cn2C,-3.7,-0.9,-1.6,-2.0,-1.7,5.4,0.0,-10.1
C[C@H]1CN([C@@H](C)CO)C(=O)c2cc(-c3cccc(C#N)c3)cnc2O[C@@H]1CN(C)Cc1cccnc1,-0.2,2.9,-0.4,-5.9,2.1,-16.5,-1.3,4.4
O=C1c2ccccc2C(c2nnnn2Cc2ccccc2)N1CCCn1ccnc1 (configuration not stated),2.5,·,19.5,·,·,·,0.1,-23.7
Cc1cc(C)cc(N2CC(c3nc4ccccc4n3C)CC2=O)c1 (configuration not stated),-6.0,6.3,·,-3.3,102.6*,-4.0,0.0,-4.4
COC(=O)C1=C(C)N(CCCC(=O)O)C(=O)NC1c1ccc(Cl)cc1 (configuration not stated),-4.8,-10.1,-0.6,-38.0,0.2,-11.0,-0.1,-0.4
Nc1c(C(=O)Nc2ccc(Cl)cc2)sc2nc(N3CCOCC3)c3c(c12)CCCC3,-2.7,11.2,15.3,0.1,-5.1,0.1,0.1,-8.4
CCCCN(CC)CCCNC(=S)Nc1ccc2nc(N3CCN(CC)CC3)cc(C)c2c1,-1.9,71.3*,25.5,8.2,-0.6,-2.2,-0.2,89.7*
C[C@@H]1CCCCO[C@H](CN(C)CC2CC2)[C@H](C)CN([C@@H](C)CO)C(=O)c2cc(NS(=O)(=O)c3ccc(Cl)cc3)ccc2O1,2.8,2.9,-4.8,3.6,0.4,-2.5,-0.9,33.4
CC1(C)CC(=O)C=C(NCCN2CCN(C(=S)Nc3ccccc3)CC2)C1,1.5,4.1,-3.1,20.8,-9.3,-5.2,0.1,-1.9
CCC(=O)N(C)C[C@H]1Oc2ncc(-c3ccccc3C)cc2C(=O)N([C@@H](C)CO)C[C@H]1C,1.7,0.6,8.7,-9.7,-2.2,1.5,-1.4,1.2
COc1ccccc1OCCNC(=O)c1cccc(S(=O)(=O)N2CC(C)OC(C)C2)c1 (configuration not stated),3.1,10.5,-4.1,0.7,-1.2,·,0.1,5.8
CCCNC(=O)N1[C@H](CO)[C@H]2c3ccccc3N(C(=O)Nc3cccc(F)c3)C[C@H]21,0.4,-18.5,3.5,3.9,-1.5,-2.2,0.4,-5.4
Cc1ccc(S(=O)(=O)N2CCN(CC(=O)NC3CCCc4ccccc43)CC2)cc1C (configuration not stated),2.4,-5.7,·,-3.6&5.4,-2.2,3.2,-0.1,-4.3

# Molecules listed so far with a furan ring, fused or not (2):
SMILES,CFTR F508del cor,RAD54 inh,INS-1E GSIS act,ARNT TACC3 PPI,ERAP1 HTS inh,esBAF inh,XiGFP reactiv,RAD52 anneal inh
COc1ccccc1/C=C/CN1CCN(Cc2ccc(C)o2)C(CCO)C1 (configuration not stated),·,0.7,-1.2,·,·,-6.1,0.2,·
COc1cc(/C=C2\C(=N)N3N=CSC3=NC2=O)cc(Br)c1OC(=O)c1ccco1,·,·,-19.5,14.0,3.6,·,0.1,-128.0

# More records.
SMILES,CFTR F508del cor,RAD54 inh,INS-1E GSIS act,ARNT TACC3 PPI,ERAP1 HTS inh,esBAF inh,XiGFP reactiv,RAD52 anneal inh
Cc1c(C(=O)N(Cc2ccncc2)CC2CCCO2)oc2c(F)cccc12 (configuration not stated),-2.1,3.5,6.0,-0.9,-4.5,-10.2,0.0,4.4
COc1ccc(-c2cccc(-c3cc(=O)oc4cc(OC)c(OC)c(OC)c34)c2)cc1,-0.5,-1.8,0.0,-1.7,·,12.9,0.1,-8.9
Cc1ccc(/C=C/C(=O)NN2CCN(C)CC2)cc1,-1.7,-5.6,-1.4,-3.6,-1.5,·,0.0,3.5
CC(=O)N(CCC(c1ccco1)C(C)C)Cc1ccc(Cl)cc1 (configuration not stated),3.0,-12.0,·,·,-6.0,·,-0.1,-18.5
CCC(=O)Nc1ccc2c(c1)C(=O)N(C)C[C@H](OC)[C@@H](C)CN(Cc1ccccn1)[C@H](C)CO2,-1.1,7.0,2.9,-1.4,3.0,-6.8,0.0,-13.6
CC1CCN(C(=S)c2cn(Cc3ccc(F)cc3)c3ccccc23)CC1,·,0.6,-1.0,3.2,-1.3,0.9,·,-7.0
C[C@H](NCCc1ccc(O)cc1)[C@H](O)c1ccc(O)cc1,6.3,-0.7,·,-6.2,-1.9,-2.6,0.1,-3.3

# Compound activity deposited in PubChem BioAssay by Broad Institute.
